GLP1R cytotox = qHTS of GLP-1 Receptor Inverse Agonists: Cytotox Screen; AID 624418, 2012; HEK293 cAMP-luciferase reporter cells, luminescence, 24 h; 410,000 tested, 0.13% active; Potency, µM (highest dose often 38.3 µM), inactives show at the highest dose activity change, negative = inhibition, most hits filed as inhibitors;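 also: loss of luciferase light is scored as toxicity; potency is read from the fitted curve at half-maximal effect; % is scaled to controls: 0 for no effect and ±100 for the full control effect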
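Luminescence readout: signal drop marks cytotoxicity. Plated cells grew 12 h at 37 °C, 5% CO2, received 23 nL compound for 24 h, then got luciferase reagent, read after 12 min at RT.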
IL-1B inflam inh = qHTS for Inhibitors of Inflammasome Signaling: IL-1-beta AlphaLISA Primary Screen | THP-1 LPS/ATP IL-1B secretion, AlphaLISA, 16 h; stronger effect = lower value | activity change, % at 57.5 µM | 360,000 tested, 4.7% active | AID 743279, 2014; in the data active = activity change below about -50%; inconclusive = mostly about -30% to -49%; also: % is scaled to controls: 0 for no effect and ±100 for the full control effect
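Secreted IL-1B measured by AlphaLISA bead assay after 16 h compound exposure of THP-1 cells; compounds (final up to 57.5 uM) added 1 h before LPS (250 ng/mL) and ATP (1.25 mM) stimulation; lower signal means less secretion.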
HT1080 IDH1KD tx = qHTS for induction of synthetic lethality in tumor cells producing 2HG: qHTS for the HT-1080-IDH1KD cell line | HT-1080 IDH1 knockdown viability, ATP luminescence, 48 h | Potency, µM (top dose mostly 46.1 µM), without a hit: at the highest dose activity, negative = toxicity, most hits filed as cytotoxic | 360,000 tested, 2% active;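 also: potency is read from the fitted curve at half-maximal effect; 0% = DMSO wells and -100% = cell-free medium wells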
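Cytotoxicity counter-line: IDH1KD HT-1080, 48 h, CellTiter-Glo. Curves classed by r2, magnitude and activity.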
SW480 rereplic = A quantitative high throughput screen for small molecules that induce DNA re-replication in SW480 colon adenocarcinoma cells; Potency, µM (highest dose often 46.1 µM), inactives show at the highest dose re-replication activation, hits mostly activators; SW480 DNA re-replication, Hoechst DNA content imaging, 48 h; AID 624297, 2012; 340,000 tested, 1.8% active; also: potency is read from the fitted curve at half-maximal effect; % of control where 0% means no effect; nearly all actives have a fitted effect of over 55% in size
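First, 250 cells per well were seeded. Next, compound or vehicle (23 nL) was pinned in, plates sat 48 hr at 37 C. Finally Hoechst was added for 40 min before fluorescence scanning.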
KB-V1 cytotox = qHTS assay for MDR1-selective chemotherapeutics: Primary screen using the drug-selected MDR subline cells KB-V1; KB-V1 MDR cells viability, CellTiter-Glo, 72 h; Potency, µM (titrated, usually from 46.1 µM), for the others: at the top dose activity change, negative = cytotoxicity, most hits filed as cytotoxic; 400,000 tested, 3.4% active; AID 1347076, 2019; also: potency is read from the fitted curve at half-maximal effect; % is scaled to controls: 0 for no effect and ±100 for the full control effect; nearly all actives have a fitted effect of over 60% in size
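KB-V1, DMEM (no phenol red) + 10% FBS; cpd pin-transferred, titration series; 72 h, 37 degrees C; CellTiter-Glo, luminescence. Data normalized, curve-fit.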
HT1080-NT tox = qHTS for induction of synthetic lethality in tumor cells producing 2HG: qHTS for the HT-1080-NT fibrosarcoma cell line. AID 686970, 2013. HT-1080-NT fibrosarcoma viability, CellTiter-Glo ATP luminescence, 48 h. Potency, µM (series often up to 46.1 µM), without a hit: top-dose activity, negative = less viability, usual class: cytotoxic. 360,000 tested, 1.6% active;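 also: NT is the 2HG producing partner of a matched IDH1 knockdown line; potency is read from the fitted curve at half-maximal effect; 0% = DMSO-treated cells and -100% = media-only wells without cells; nearly all actives have a fitted effect of over 55% in size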
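Compounds were tested in concentration-response format on HT-1080-NT cells for 48 hours at 37 degrees C. Cell viability came from CellTiter-Glo luminescence; curves were classified by r2, response magnitude and activity.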
DRD3 agonist = qHTS of D3 Dopamine Receptor Agonist: qHTS | D(3) dopamine receptor (Homo sapiens), P35462 | 410,000 tested, 0.58% active | D3R DiscoveRx beta-arrestin cells, luminescence, 90 min | max activation, %; in the data active = max activation above about 30%; also: 0% is about no effect; mostly tested at two doses, the higher about 12 µM
Target sequence (P35462 whole entry, looked up): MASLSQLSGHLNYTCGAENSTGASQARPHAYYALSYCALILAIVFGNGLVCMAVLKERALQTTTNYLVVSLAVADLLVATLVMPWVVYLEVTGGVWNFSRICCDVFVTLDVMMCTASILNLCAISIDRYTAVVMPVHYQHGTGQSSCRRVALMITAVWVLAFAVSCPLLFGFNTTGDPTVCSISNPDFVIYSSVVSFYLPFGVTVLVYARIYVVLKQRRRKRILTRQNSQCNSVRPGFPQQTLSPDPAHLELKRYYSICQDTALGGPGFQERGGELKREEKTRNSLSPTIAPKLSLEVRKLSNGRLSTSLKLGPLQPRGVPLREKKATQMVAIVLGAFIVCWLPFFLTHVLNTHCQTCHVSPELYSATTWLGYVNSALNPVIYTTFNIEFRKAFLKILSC
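Agonist mode: compounds and dopamine controls were applied to plated cells for 90 min at 37 degrees C after an overnight attachment at 1500 cells/well. Luminescent read-out followed 30 - 60 minutes at room temperature with DiscoveRx detection reagent.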
KB-3-1 tox = qHTS assay for MDR1-selective chemotherapeutics: Primary screen using the parental adenocarcinoma cell KB-3-1; KB-3-1 viability, CellTiter-Glo ATP luminescence, 72 h; Potency, µM (doses to about 46.1 µM), without a hit: at the top dose activity change, negative = cytotoxic, hits mostly cytotoxic; 400,000 tested, 1.4% active; also: potency is read from the fitted curve at half-maximal effect; % is scaled to controls: 0 for no effect and ±100 for the full control effect; nearly all actives have a fitted effect of over 60% in size
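Viability of parental KB-3-1 cells, measured by CellTiter-Glo luminescence, followed a 72 h incubation at 37 °C with pinned compounds in phenol-red-free DMEM containing 10% FBS.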
MCF10A rereplic = A quantitative high throughput screen for small molecules that induce DNA re-replication in MCF 10a normal breast cells. Potency, µM (titrated, usually from 46.1 µM), inactives show at the top dose activity, positive = re-replication, most hits filed as activators. AID 624296, 2012. MCF 10A DNA re-replication, Hoechst nuclear intensity, 48 h. 350,000 tested, 2.9% active; also: potency is read from the fitted curve at half-maximal effect; % of control where 0% means no effect; nearly all actives have a fitted effect of over 50% in size
Active calls of the source: *; u = inconclusive; x = not tested or not shown; [ ] = remark or other dose. Unless noted, calls follow the shape of the dose curve; as a rule, active = well fitted curve in the direction sought with a large enough effect; inconclusive = small, poorly fitted or top-dose-only effect, or another doubt; inactive = no such curve, though single readings can be large; an effect the other way counts as inactive or inconclusive. The order is random; overall some 11% were active at least once.

Results follow in this order: KB-3-1 tox, HT1080-NT tox, DRD3 agonist, MCF10A rereplic, IL-1B inflam inh, GLP1R cytotox, SW480 rereplic, KB-V1 cytotox, HT1080 IDH1KD tx
COCCn1c(SCC(=O)NC(=O)NC(C)C)nc2ccccc21
 : 19%, 11%, 7, -4%, 19, -1%, 0%, -11%, 4%
COc1ccc(CCNC(=O)c2ccc(Cn3c(=O)c4ccccc4n(Cc4cccc(C)c4)c3=O)cc2)cc1OC
 : 1%, x, 5, x, x, -8%, x, -4%, x
CC(C)c1ccc(CC(=O)N2CCC2(C)C(=O)NCC(C)(C)C)cc1 (stereo not given)
 : 0%, 1%, 12, x, -74*, 5%, x, 1%, -18%
O=C(Nc1ccc(Cl)c(Cl)c1)Nc1ccc([N+](=O)[O-])cn1
 : 5%, 22%, -2, 7%, 21, 3%, -6%, 5%, 14%
O=[N+]([O-])c1cc(C(F)(F)F)cc([N+](=O)[O-])c1N1CCCNCC1
 : 18%, -15%, 23, 7%, -7, -10%, -4%, 3%, 0%
COc1ccc(NC(=O)C2CCCN(S(=O)(=O)c3cccc4cccnc34)C2)cc1 (stereo not given)
 : 3%, -7%, -3, -4%, -3, 1%, 1%, u, -8%
O=C(Cc1ccccc1)N/N=C/c1ccc(OCC(=O)Nc2ccccc2)cc1
 : 34%, -2%, -1, 3%, 17, -13%, -5%, 8%, 0%
COc1cccc(C(=O)O/N=C(\N)c2ccncc2)c1OC
 : -2%, -1%, -12, 4%, -7, -4%, -3%, 8%, 8%
COc1ccccc1N1CCN(c2ccc(-c3nc(-c4ccccc4)no3)cc2[N+](=O)[O-])CC1
 : 0%, x, 7, x, x, 5%, x, -1%, x
COc1cccc(CNC(=O)C(=O)NCCC2CCCCN2S(=O)(=O)c2cccs2)c1 (stereo not given)
 : -17%, -15%, -7, 3%, -8, 6%, 17%, -27%, -18%
COc1ccc(NC(=O)C(=O)NCCN2CCN(C(=O)C(c3ccccc3)c3ccccc3)CC2)cc1
 : 2%, -16%, 3, -1%, -29, -19%, 1%, -8%, -5%
CCCn1c(SCC(=O)N(C2CCCCC2)C2CCS(=O)(=O)C2)n[nH]c1=O (stereo not given)
 : -10%, -12%, -1, -7%, 0, 2%, -5%, -10%, -2%
Cc1ccc(Nc2nc(C)cs2)cc1
 : 13%, 11%, 4, -5%, -2, -8%, -7%, 18%, 20%
S=C(NCc1ccccc1)Nc1ccc(Oc2ccccc2)cc1
 : -1%, 1%, 0, 15%, -1, u, 0%, -14%, 1%
C[C@H](NC(=O)c1nc[nH]c1C(=O)N1CCN(C(=O)OC(C)(C)C)CC1)C(=O)OC(C)(C)C
 : 13%, 7%, 10, u, 15, 6%, -6%, 0%, 8%
CCOc1ccc(NS(=O)(=O)c2ccc(NC(=S)NC(=O)C(C)C)cc2)cc1
 : -18%, u, -5, 9%, 12, -1%, -6%, 0%, u
O=C1Nc2ccc(Cl)cc2C12OCCCO2
 : 3%, 10%, 4, 6%, -6, -8%, -2%, 2%, 0%
Cc1cccc(Cn2c(C)nc3ccc([N+](=O)[O-])cc3c2=O)c1
 : 13%, -5%, 1, 2%, -24, -15%, -2%, 0%, -11%
Cc1ccc(S(=O)(=O)N2CCOCC2)cc1C(=O)NCC1CCCO1 (stereo not given)
 : 11%, -5%, 1, 5%, -15, 10%, -4%, 7%, -8%
Cc1cc(C)cc(OC(=O)N2CCOCC2)c1
 : -5%, 4%, -2, -8%, -3, -4%, 2%, 15%, 5%
C[C@H](NC(=O)OCc1ccccc1)c1nnc([C@H](C)NC(=O)OCc2ccccc2)o1
 : -2%, 0%, 11, -17%, 8, 2%, 0%, 10%, 5%
COC(=O)c1cn[nH]c1NC(=S)Nc1ccc(Cl)c(Cl)c1
 : -22%, u, 23, 30%, 19, -13%, u, 0%, u
CN(CC(=O)Nc1ccccc1Cl)C(=O)COc1cccc2c1OC(C)(C)C2
 : -1%, -7%, -8, -21%, 19, -10%, -6%, 0%, -9%
NC(=O)C1CCN(C(=O)c2ccccc2CCc2ccccc2)CC1
 : 11%, 9%, 25, 0%, -4, -16%, -6%, 0%, 9%
O=C(NCc1ccc2c(c1)OCO2)C(C(=O)c1ccccc1)n1cc(Cl)ccc1=O (stereo not given)
 : 18%, 1%, 2, -5%, 0, -19%, -3%, u, 5%
Cc1ccc(S(=O)(=O)C2(C(=O)Nc3cccc(F)c3)CC2)cc1
 : -11%, 3%, -3, -3%, 4, -1%, -3%, 0%, 5%
CCN1C(=O)CSC1=NC12CC3CC(CC(C3)C1)C2
 : 13%, 0%, 14, 5%, -66*, 6%, 1%, 1%, 5%
O=C(c1ccc([N+](=O)[O-])cc1)N1CCC(n2nnc3cc(F)ccc32)CC1
 : 2%, 8%, 2, u, 3, -14%, u, -18%, 0%
COc1ccc(Br)cc1C(=O)Nc1ccc(C(=O)O)cc1
 : 11%, -25%, 21, -3%, 15, -7%, -1%, u, -16%
CC(C)(C)OC(=O)C[C@@H]1C/C=C\C[C@H](CC(=O)N[C@H](CO)Cc2ccccc2)C(=O)N[C@@H](Cc2c[nH]c3ccccc23)COC1=O
 : 26%, 2%, 4, -1%, -7, 17%, -2%, 5%, -3%
Cc1nc2ccccc2cc1OCc1ccc(F)cc1
 : u, -12%, 9, 0%, -16, 5%, -3%, u, -20%
CCn1c(=N)n(CC(=O)c2ccc(Br)s2)c2ccccc21
 : -1%, u, -8, 0%, 0, -16%, -7%, -16%, u
CCc1ccccc1NC(=O)CCS(=O)(=O)c1cccc2nonc12
 : 6%, x, -12, x, x, 1%, x, -12%, x
S=C(NCc1ccccc1)N1CCn2cccc2C1c1ccncc1 (stereo not given)
 : -19%, 5%, -13, 1%, 52, -17%, -2%, -1%, 2%
O=C(Cn1cnc2cc([N+](=O)[O-])ccc2c1=O)Nc1cccc(S(=O)(=O)N2CCOCC2)c1
 : -14%, -27%, 0, u, -27, 0%, -4%, 4%, u
O=C(CN1CCCC1=O)NC1CCCc2c1cnn2-c1cc(F)cc(F)c1 (stereo not given)
 : -9%, 0%, 7, 0%, 8, -3%, 2%, 0%, 2%
CN(C)S(=O)(=O)c1ccc(C(=O)Nc2nnc(SCc3ccccc3)s2)cc1
 : 3%, 6%, 0, -1%, 25, -5%, -10%, -4%, 13%
C=CCNc1sc(C(=O)c2ccc(Br)s2)c(N)c1C#N
 : -8%, -4%, 1, u, -17, 44%[activator], -2%, 0%, 0%
CC1=C(C(=O)O)N2C(=O)C(NC(=O)c3ccn(C)n3)C2SC1 (stereo not given)
 : u, u, 0, 1%, 0, -9%, -5%, -28%, u
CCOC(=O)C(NC(=O)c1ccccc1OCC)(Nc1ncccn1)C(F)(F)F (stereo not given)
 : -12%, -6%, -3, 4%, -4, 18%, 23%, u, -4%
Cc1[nH]c(=O)[nH]c(=O)c1CSCC(=O)OCC(=O)c1ccc(Br)cc1
 : 6%, 13%, -11, -4%, u, 8%, 2%, 3%, 8%
O=C(CN1C(=O)c2cccc3cccc1c23)Nc1cccc(F)c1
 : -4%, x, 4, x, x, 62%[activator], x, -7%, x
COC(=O)COc1ccc(C(c2c(C)[nH][nH]c2=O)c2c(C)[nH][nH]c2=O)cc1
 : 26%, -9%, -5, 0%, -15, -14%, -3%, u, -2%
CN(C)C(=O)CCc1ccc2c3c([nH]c2c1)[C@]1(C)[C@@H](C(=O)N2CCCCC2)C[C@H](CC(=O)NCc2cccc(C(F)(F)F)c2)C(=O)N1CC3
 : 0%, -9%, -41, u, -25, -1%, -17%, 0%, -15%
CCN(CC)c1ccc(C(=O)NC(=S)Nc2cc(S(=O)(=O)N3CCOCC3)ccc2-n2cncn2)cc1
 : 3%, 13%, 3, 11%, 8, 9%, -1%, u, 16%
Cc1ccc(S(=O)(=O)N(C)c2ccc(OCC(=O)OCc3cccc(Br)c3)cc2)cc1
 : 21%, -1%, -6, -4%, 12, -8%, 1%, 13%, 5%
C(=N\Nc1nc2ccccc2[nH]1)/c1cccs1
 : 1%, -4%, 0, 1%, -71*, 15%, 0%, 11%, 0%
CCOC(=O)c1c(NC(=O)CSc2nnc3c(Cl)cc(Cl)cn23)sc2c1CCC2
 : 5%, 6%, 16, 17%, -11, 5%, 2%, u, 16%
CC1(C)CC(=O)c2cc(OCC(=O)N3CCOCC3)ccc2O1
 : 12%, 9%, 4, 4%, -1, 57%[activator], -2%, -3%, 10%
C[C@@H]1CN([C@@H](C)CO)C(=O)CCCn2nncc2CO[C@H]1CN(C)S(=O)(=O)c1ccc(-c2ccccc2)cc1
 : 10%, 8%, 5, x, 11, -3%, x, -6%, -8%
COc1cccc(CNCc2ccc(SC)cc2)c1OC
 : 7%, -2%, -7, 13%, u, u, 2%, 3%, 9%[9.24 µM]
Cc1ccc(Cn2nc(C)c(NC(=O)c3nn(C)cc3Cl)c2C)cc1
 : 0%, -4%, -4, -2%, 0, 10%, -10%, -19%, -3%
O=S(=O)(c1ccccc1)N1CCN(Cc2ccccc2C(F)(F)F)CC1
 : 5%, 7%, -9, u, -28, -10%, -3%, -8%, 16%

In the list so far, 2 have a COOH group:
Results follow in this order: KB-3-1 tox, HT1080-NT tox, DRD3 agonist, MCF10A rereplic, IL-1B inflam inh, GLP1R cytotox, SW480 rereplic, KB-V1 cytotox, HT1080 IDH1KD tx
COc1ccc(Br)cc1C(=O)Nc1ccc(C(=O)O)cc1
 : 11%, -25%, 21, -3%, 15, -7%, -1%, u, -16%
CC1=C(C(=O)O)N2C(=O)C(NC(=O)c3ccn(C)n3)C2SC1 (stereo not given)
 : u, u, 0, 1%, 0, -9%, -5%, -28%, u

High-throughput results as filed in PubChem BioAssay.
